High-throughput results (PubChem BioAssay)
3T3 cytotox: Cytotoxic Profiling in NIH 3T3 Cell Line of Diverse Libraries Using Quantitative High-Throughput Screening | NIH 3T3 viability, CellTiter-Glo ATP luminescence, 48-72 h | Potency, µM (highest dose often 96.7 µM), inactives show at the highest dose activity change, negative = cytotoxicity, most hits filed as inhibitors | 94,000 compounds, 4.3% hits; also: potency is read from the fitted curve at half-maximal effect; nearly all actives have a fitted effect of over 55% in size
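Mouse fibroblast NIH 3T3 cells, 400 per well, received compound via pintool and were incubated for 48 or 72 hr prior to CellTiter-Glo ATP luminescence measurement.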
HEK293 tox: Cytotoxic Profiling in HEK 293 Cell Line of Diverse Libraries Using Quantitative High-Throughput Screening; HEK 293 viability, ATP luminescence (CellTiter-Glo), 48-72 h; Potency, µM (doses to about 115 µM), inactives show at the top dose activity change, negative = cytotoxicity, hits mostly inhibitors; AID 1345083, 2018; 94,000 compounds, 6.6% hits; also: potency is read from the fitted curve at half-maximal effect; nearly all actives have a fitted effect of over 60% in size
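HEK 293 seeded at 250 cells/well receive compound via pintool. After 48 or 72 hr at 37 degree Celsius, 5% CO2 and 95% humidity, CellTiter-Glo is dispensed and luminescence read following 10 min at room temperature.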
GPT2 inh: Primary qHTS assay for inhibitors of Glutamate pyruvate transaminase 2 (GPT2) | Alanine aminotransferase 2 (Homo sapiens), Q8TD30 | Recombinant GPT2, coupled pyruvate oxidase/HRP Amplex Red fluorescence | Potency, µM (highest dose often 57.7 µM), inactives show at the highest dose activity change, negative = inhibition, hits mostly inhibitors | 100,000 compounds, 0.25% hits; also: potency is read from the fitted curve at half-maximal effect; nearly all actives have a fitted effect of over 60% in size; many of its hits are not listed in these tables
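Fluorescence of coupled pyruvate oxidase/HRP/Amplex Red system (50uM Amplex, 30 min, dark) reports pyruvate formed by GPT2. Enzyme reaction: 10ng/uL GPT2, 2mM L-alanine, 250uM a-KG, 30 min room temperature, pH 7.5; 50uM AOA control.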
SNCA expr inh: Primary qHTS assay for inhibitors of alpha-synuclein gene (SNCA) expression. HEK-293 SNCA-luciferase knock-in, luminescence, 24 h. Potency, µM (series often up to 57.2 µM), for the others: at the top dose activity change, negative = inhibition, usual class: inhibitors. 140,000 compounds, 0.17% hits;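 also: potency is read from the fitted curve at half-maximal effect; plate controls were DMSO cells for no effect and cell-free wells for full effect; nearly all actives have a fitted effect of over 45% in size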
IP6K1 inhibitor: Primary qHTS assay for small molecule inhibitors of Inositol hexaphosphate kinase 1 (IP6K1); Inositol hexakisphosphate kinase 1 (Homo sapiens), Q92551; IP6K1 kinase, ADP-Glo luminescence, 2 h; active compounds read low; activity change, % (series mostly up to about 58 µM); 140,000 compounds, 0.81% hits; AID 1645851, 2021; in the data active = activity change below about -25%
Target sequence (Q92551 whole entry, looked up): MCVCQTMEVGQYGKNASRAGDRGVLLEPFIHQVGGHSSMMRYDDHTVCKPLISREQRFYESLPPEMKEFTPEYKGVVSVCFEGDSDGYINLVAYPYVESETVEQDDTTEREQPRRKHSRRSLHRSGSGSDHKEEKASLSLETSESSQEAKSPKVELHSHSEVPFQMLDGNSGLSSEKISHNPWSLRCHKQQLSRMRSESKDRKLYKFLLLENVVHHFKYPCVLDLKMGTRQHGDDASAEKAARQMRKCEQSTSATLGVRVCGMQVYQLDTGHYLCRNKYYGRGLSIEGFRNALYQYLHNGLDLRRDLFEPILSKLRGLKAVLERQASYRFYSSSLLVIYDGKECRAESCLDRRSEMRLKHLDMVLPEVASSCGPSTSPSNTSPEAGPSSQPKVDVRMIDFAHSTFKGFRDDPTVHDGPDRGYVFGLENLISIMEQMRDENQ
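ADP-Glo luminescence measures ADP made by human IP6K1 during a 2 h RT reaction with ATP/IP6 (mix at 1.3 mM/130 uM); top library doses 57.5 and 19.1 uM final.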
SNCA viab count: GF-AFC viability counterscreen for inhibitors of alpha-synuclein gene (SNCA) expression; HEK-293-SNCA-luc viability, GF-AFC fluorescence, 24 h; Potency, µM (titrated, usually from 57.1 µM), without a hit: at the highest dose activity change, negative = cytotoxicity, most hits filed as cytotoxic; 150,000 compounds, 0.12% hits;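 also: potency is read from the fitted curve at half-maximal effect; 0% = DMSO-treated cells and -100% = medium-only wells without cells; nearly all actives have a fitted effect of over 30% in size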
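HEK-293-SNCA-luc cells (1500/well) plated 24 h, then exposed 24 h to a dilution series; GF-AFC added 30 min at 37C, fluorescence 405/540 nm; normalised to medium-only and DMSO wells, Hill fit.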
FLuc inh: Firefly luciferase inhibition profiling of diverse chemical library using quantitative high-throughput screening; purified P. pyralis luciferase, luminescence, biochemical; Potency, µM (highest dose often 115 µM), without a hit: at the top dose activity change, negative = inhibition, actives largely listed as inhibitors; 76,000 compounds, 2.5% hits; AID 1347043, 2019; also: potency is read from the fitted curve at half-maximal effect; nearly all actives have a fitted effect of over 65% in size
Target sequence (P08659 whole entry, looked up): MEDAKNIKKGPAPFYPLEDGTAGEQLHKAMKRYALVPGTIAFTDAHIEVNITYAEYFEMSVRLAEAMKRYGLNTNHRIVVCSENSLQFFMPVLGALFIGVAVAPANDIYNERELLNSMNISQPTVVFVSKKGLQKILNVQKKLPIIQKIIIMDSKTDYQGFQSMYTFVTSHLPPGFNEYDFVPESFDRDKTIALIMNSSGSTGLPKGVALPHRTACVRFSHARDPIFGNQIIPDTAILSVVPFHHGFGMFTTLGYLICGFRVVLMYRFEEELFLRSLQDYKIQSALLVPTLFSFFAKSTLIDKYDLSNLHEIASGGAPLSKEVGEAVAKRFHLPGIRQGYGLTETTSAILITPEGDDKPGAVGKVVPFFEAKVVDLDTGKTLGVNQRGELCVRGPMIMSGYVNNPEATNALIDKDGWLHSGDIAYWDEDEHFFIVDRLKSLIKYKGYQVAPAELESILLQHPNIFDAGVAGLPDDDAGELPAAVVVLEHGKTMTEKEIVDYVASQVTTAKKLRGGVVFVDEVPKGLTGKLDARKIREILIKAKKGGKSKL
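Purified P. pyralis luciferase (10nM final) in 50mM Tris acetate pH 7.5, 10mM Mg acetate, 0.01% Tween-20, 0.05% BSA with 10uM D-luciferin and 10uM ATP. Compounds titrated qHTS. Luminescence imaged on CCD.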
* marks the source's active call; other numbers are inactive results; i = inactive; ? = inconclusive; nt = no result given; & = joins results of further samples; [ ] = dose if it differs, or a comment. Unless noted, calls follow the shape of the dose curve; as a rule, active = well fitted curve in the direction sought with a large enough effect; inconclusive = small, poorly fitted or top-dose-only effect, or another doubt; inactive = no such curve, though single readings can be large; an effect the other way counts as inactive or inconclusive. Unless noted, % is scaled to controls: 0 for no effect and ±100 for the full control effect.

no.	SMILES	3T3 cytotox	HEK293 tox	GPT2 inh	SNCA expr inh	IP6K1 inhibitor	SNCA viab count	FLuc inh
1	CC1=C(C(=O)O)N2C(=O)[C@@H](NC(=O)C(N)c3ccccc3)[C@H]2SC1 (some centres undefined)	nt	nt	?	-9%&-6%	nt	4%&2%	nt
2	Cc1cnccc1N1CCCN(C(=O)Cn2ccnc2-c2ccccc2)CC1	-3%	-36%	?	-28%	32	-1%	12%
3	Cc1ccccc1N1CCN(S(=O)(=O)c2nnc(NC(=O)c3ccc(C(C)C)cc3)s2)CC1	nt	nt	nt	14%	13	-2%	nt
4	COc1cccc(CNC(=O)C2CCN(C(=O)c3ccc(-c4ccccc4OC)cc3)CC2)c1	?	?	i	-4%	2	9%[12.5 µM]	nt
5	COC(=O)[C@@H]1Cc2ncn(Cc3ccc(OC)cc3)c2CN1S(C)(=O)=O	-24%[174 µM]	-7%[172 µM]	i	-2%[87.6 µM]	21	-13%[87.6 µM]	1%[172 µM]
6	COc1ccc(NC(=O)N2C[C@@H]3C[C@H](C2)c2ccc(NC(=O)c4ccc(C#N)cc4)c(=O)n2C3)cc1	0%	-4%	2%	0%	4	-25%	-7%
7	CCc1ncc(-c2c(-c3ccccc3)ncn2CCNc2cccnc2)cn1	1%	-3%	i	-24%	16	2%	-8%
8	Nc1ccn([C@@H]2O[C@H](CO)[C@@H](O)C2(F)F)c(=O)n1	nt	nt	3%&-10%	-49%[25.6 µM]	-2&0	?	nt
9	O=C(NC1CCCN(c2cc(-c3ccc(Cl)cc3)[nH]n2)C1)c1ccc2c(c1)OCO2 (centres undefined)	?	45µM*	-12%	9%	14	-22%	?
10	Cc1ccc(C2Cn3nnc(C(=O)N4CCC(C(=O)NC5CCCCCCC5)CC4)c3CO2)cc1 (centres undefined)	-15%	?	-12%	11%	6	3%	?
11	CNC(=O)c1cc(C)nc2onc(C3CCCN3C(=O)c3ccccc3C)c12 (centres undefined)	-20%[138 µM]	-17%[172 µM]	nt	nt	-3	nt	nt
12	CN1C(=O)CO[C@H](c2ccc(NS(=O)(=O)Cc3ccccc3)cc2)[C@H]1CO	-24%[174 µM]	-27%[172 µM]	-11%[88.5 µM]	13%[87.6 µM]	3	-4%[87.6 µM]	-2%[172 µM]
13	COc1ccc(OC)c(Nc2nc3ccccc3nc2-n2nc(C)cc2C)c1	nt	nt	nt	-11%	-1	-4%	nt
14	CCn1ccc(C(=O)N2CCC3(CC2)C(=O)N(C)c2ccccc23)n1	i	7%	-7%	36%[activator]	-6	-1%	9%
15	CS(=O)(=O)N(Cc1cccnc1)C1CN(C(=O)CCCc2c[nH]c3ccccc23)C1	-19%	-23%	i	-9%	9	0%	-2%
16	O=C(O)CCc1nccc2c1[nH]c1ccccc12	nt	nt	-27%	nt	9	?	nt
17	Cc1nnc(-c2cc(Nc3cccc(N(C)C)c3)ccn2)n1C1CCCCC1	?	89µM*	i	10%[87.6 µM]	-3	0%[87.6 µM]	1%[172 µM]
18	CCc1nn2c(=O)cc(COC(=O)c3ccc(NC(=O)CCc4ccccc4)cc3)nc2s1	nt	nt	nt	41%[activator]	15	5%	nt
19	COCCNC(=O)CSc1nnc(-c2ccc(OC)c(OC)c2)c(-c2ccc(OC)c(OC)c2)n1	nt	nt	nt	9%	-11	-3%	nt
20	Cc1ccc(-c2cc(C(F)(F)F)c(C#N)c(SCC(=O)Nc3ccccc3F)n2)cc1	nt	nt	nt	1%	-3	24%	nt
21	COc1ccc(CNc2ncnc3c2CN(c2ccc(C)cc2)C(=O)CN3C)cc1	-15%	-1%	1%	0%	-1	7%	-7%
22	CC(C)[C@@H]1CN(C(=O)CCCn2cncn2)C[C@H]1NS(=O)(=O)N(C)C	0%	-1%	1%	18%	-16	-5%	-1%
23	C[C@@H]1CN(C(=O)c2ccn(C(C)(C)C)c2)CC[C@@]1(O)C1CCOCC1	3%	-2%	-7%	?	4	-4%	-4%
24	Cc1ccc(NC(=O)c2c(NC(=O)c3ccc(F)cc3)sc3c2CCCC3)cc1C	nt	nt	nt	84%[activator]	-2	-7%	nt
25	COCCN1Cc2[nH]nc(-c3ccccc3OCc3ccccc3)c2CC1=O	-20%[138 µM]	?	-4%[88.5 µM]	-17%[87.6 µM]	13	0%[87.6 µM]	-6%[172 µM]
26	O=C(NC1CCCN(Cc2ccc(-c3cncnc3)cc2)C1)c1ccccc1Cl (centres undefined)	?	?	-2%	-1%	0	9%[12.5 µM]	nt
27	O=C(C1CC1)N1CCCN(c2ccc3nnc(-c4ccccc4)n3n2)CC1	-8%	i	nt	nt	-1	nt	nt
28	O=C(c1ccc(F)cc1)N1CCN(CCCn2nc3n(c2=O)CCCC3)CC1	-14%	-15%	nt	nt	-6	nt	nt
29	CCOC(=O)c1cnn2c(C(F)(F)F)cc(-c3ccc(Br)cc3)nc12	nt	nt	nt	-21%	-22	5%	nt
30	CCn1ccc(C(=O)N2CCCN(c3cc(-c4ccc(OC)cc4)[nH]n3)CC2)n1	2%	-21%	?	35%[activator]	13	-5%	?
31	CCNC(=O)OC1CN(C(=O)c2ccc(C(F)(F)F)cc2)CCC(=O)N(C)c2ccccc21 (centres undefined)	-20%[46.1 µM]	?	-4%[27.3 µM]	-2%[25.6 µM]	-4	9%[23.9 µM]	nt
32	Cc1c(C(=O)N[C@H]2[C@H]3CCO[C@H]3[C@@H]2N(C)C)[nH]c2c(F)cccc12	-5%	4%	i	11%	27	6%	-10%
33	C=CCN1CCN(C(=O)C2CCN(C(=O)N3CC4CC(C3)[C@H]3CCCC(=O)N3C4)CC2)CC1 (some centres undefined)	i	1%	-9%	9%	29	5%	-5%
34	CCOC(=O)c1c(NC(=O)c2ccc(S(=O)(=O)N(CC)CC)cc2)sc2c1CCCCC2	nt	nt	nt	?	3	7%	nt
35	Cc1nc(C)c(CN2CCOC[C@H](Oc3cnccn3)C2)s1	2%[138 µM]	5%[172 µM]	-2%[88.5 µM]	-3%[87.6 µM]	4	-2%[87.6 µM]	-17%[172 µM]
36	O=C(O)C[C@@H]1CCN(C(=O)Nc2ccccc2)C[C@@H]1CCN1CCN(c2ccccn2)CC1	-21%	-18%	i	24%	4	4%	-19%
37	COc1ccc(CCNC(=O)C(=O)NCC(c2ccco2)S(=O)(=O)c2ccc(C)cc2)cc1 (centres undefined)	nt	nt	nt	19%	18	2%	nt
38	CCOC(=O)C1=C(C)N=C2SC=C(CC(=O)NCCc3cccs3)N2C1c1ccccc1F (centres undefined)	?	?	?	21%	-5	?	-20%
39	O=C(NC1CCCCC1)c1ccc2oc(-c3ccnc(Cl)c3)nc2c1	-12%	-15%	i	-6%	-3	5%	nt
40	CCOc1ccccc1CNC(=O)Cn1nc(N2CCN(c3ccccc3)CC2)ccc1=O	nt	nt	nt	-2%	0	-14%	nt
41	COCCCN(CCC(=O)NCc1ccc2c(c1)OCO2)C(=O)c1cc(C)oc1C	-6%	-22%	i	6%	-13	15%	-10%
42	CCOc1nccnc1NC1CCN(S(=O)(=O)C2CC2)CC1	i	-1%	-11%	1%	-1	10%	-1%
43	O=C(CCC[C@@H]1[C@H]2CCCN3CCC[C@@H](CN1Cc1cccnc1)[C@@H]23)NCCN1CCOCC1	i	7%	i	-5%	7	-4%	-2%
44	CCCCN(CC)CCNC(=O)C1CCCN(S(=O)(=O)c2cccc3nsnc23)C1 (centres undefined)	nt	nt	nt	-19%	9	-4%	nt
45	Cc1ccc(-c2cc(C(=O)N3CCN(c4ncccn4)CC3)c3cnn(C)c3n2)cc1	?	?	i	-14%	-12	-19%	nt
46	CN1C[C@H]2CN(c3cncc(C(N)=O)n3)C[C@@]2(C(=O)O)C1	i	-8%	-2%	-18%	-13	5%	-7%
47	O=C(c1ccc(F)c(F)c1)N1CCN(C(=O)c2nnn3c2COC(c2ccc(Cl)cc2)C3)CC1 (centres undefined)	?	-46%	i	-20%	-14	1%	-8%
48	Cn1nccc1-c1cc2c(cn1)CN(Cc1ccncc1)CCN2	-39%[138 µM]	?	-23%[88.5 µM]	?	-10	12%[87.6 µM]	12%[172 µM]
49	COc1ccc2nc(C[C@@H]3C[C@@H](C(C)C)[C@H](CNCc4ccccn4)C=C3C)[nH]c2c1	?	79µM*	-11%[88.5 µM]	?	11	?	4%[172 µM]
50	CCCCCOc1ccccc1/C(=C\SC)n1ccnc1	nt	nt	5%	7%[25.6 µM]	-5	3%[23.9 µM]	nt
51	Cc1[nH]cnc1CN1CCc2nc(C(=O)NCCOc3ccccc3)oc2CC1	?	-24%[172 µM]	-7%[88.5 µM]	11%[87.6 µM]	5	4%[87.6 µM]	4%[172 µM]
52	CC(C)OC(=O)N1CCC(COc2ccc3c(cnn3CCC(=O)O)c2)CC1	28µM*	-32%[172 µM]	i	10%[87.6 µM]	-1	8%[87.6 µM]	?

Shown as labelled records: part of the list above
#50 CCCCCOc1ccccc1/C(=C\SC)n1ccnc1
- 3T3 cytotox = nt
- HEK293 tox = nt
- GPT2 inh = 5%
- SNCA expr inh = 7%[25.6 µM]
- IP6K1 inhibitor = -5
- SNCA viab count = 3%[23.9 µM]
- FLuc inh = nt

#41 COCCCN(CCC(=O)NCc1ccc2c(c1)OCO2)C(=O)c1cc(C)oc1C
- 3T3 cytotox = -6%
- HEK293 tox = -22%
- GPT2 inh = i
- SNCA expr inh = 6%
- IP6K1 inhibitor = -13
- SNCA viab count = 15%
- FLuc inh = -10%

#48 Cn1nccc1-c1cc2c(cn1)CN(Cc1ccncc1)CCN2
- 3T3 cytotox = -39%[138 µM]
- HEK293 tox = ?
- GPT2 inh = -23%[88.5 µM]
- SNCA expr inh = ?
- IP6K1 inhibitor = -10
- SNCA viab count = 12%[87.6 µM]
- FLuc inh = 12%[172 µM]

#38 CCOC(=O)C1=C(C)N=C2SC=C(CC(=O)NCCc3cccs3)N2C1c1ccccc1F (centres undefined)
- 3T3 cytotox = ?
- HEK293 tox = ?
- GPT2 inh = ?
- SNCA expr inh = 21%
- IP6K1 inhibitor = -5
- SNCA viab count = ?
- FLuc inh = -20%
